High-throughput results deposited in PubChem BioAssay by several laboratories.
MT1-MMP act inh: MT1-MMP (human) activation inhibition; 0.061% of 360,000 active; HT1080 RFP-PRO-GFP cells, GFP/RFP ratio fluorescence, overnight; percent of plate control window, DMSO zero; GFP/RFP ratio change, % at 20 µM; P50281;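 active = GFP/RFP ratio change of at least 30% with cell ATP level not reduced by more than half and red fluorescence within 50% of control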; note: strong numbers were not always called active
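Material – HT1080 RFP-PRO-GFP cells · Control set – DMSO wells and RFP-L50D-GFP cells · Incubation – overnight cell settling, then overnight compound exposure, 37 °C, 5% CO2 · Compound dosing – single-point 20 µM compound, 1% DMSO · Read-out – GFP/RFP fluorescence ratio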
Rin1 Abl inh: inhibitors of human Rin1-Abl protein interaction; P00519+Q13671; TR-FRET Rin1/Abl binding, biochemical; AID 588664; 0.4% of 360,000 active; inhibition, % at 7.35 µM; in the data active = inhibition above about 5%, passing the limit was not always enough
MsrA inhibitor: inhibitors of bovine MsrA; purified bovine MsrA, absorbance read-out; inhibition, % at 15.5 µM; 0.75% of 360,000 active; AID 651718; in the data active = inhibition above about 4.5%;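 note: 0% = vehicle wells with enzyme and 100% = reference inhibitor wells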
PABP1 MLLE inh: blocks PAM2 peptide binding to the PABP1 MLLE domain; P11940; GST-MLLE / FITC-PAM2 fluorescence polarization; inhibition, % at 20 µM; 0.36% of 360,000 active; AID 588489; in the data active = inhibition above about 35%, passing the limit was not always enough;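 note: plate controls were DMSO wells with GST-MLLE for no effect and wells lacking GST-MLLE protein for full effect; some results filed as inactive read as strong as hits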
Target sequence (P11940 whole entry, looked up, the tested form may be a part): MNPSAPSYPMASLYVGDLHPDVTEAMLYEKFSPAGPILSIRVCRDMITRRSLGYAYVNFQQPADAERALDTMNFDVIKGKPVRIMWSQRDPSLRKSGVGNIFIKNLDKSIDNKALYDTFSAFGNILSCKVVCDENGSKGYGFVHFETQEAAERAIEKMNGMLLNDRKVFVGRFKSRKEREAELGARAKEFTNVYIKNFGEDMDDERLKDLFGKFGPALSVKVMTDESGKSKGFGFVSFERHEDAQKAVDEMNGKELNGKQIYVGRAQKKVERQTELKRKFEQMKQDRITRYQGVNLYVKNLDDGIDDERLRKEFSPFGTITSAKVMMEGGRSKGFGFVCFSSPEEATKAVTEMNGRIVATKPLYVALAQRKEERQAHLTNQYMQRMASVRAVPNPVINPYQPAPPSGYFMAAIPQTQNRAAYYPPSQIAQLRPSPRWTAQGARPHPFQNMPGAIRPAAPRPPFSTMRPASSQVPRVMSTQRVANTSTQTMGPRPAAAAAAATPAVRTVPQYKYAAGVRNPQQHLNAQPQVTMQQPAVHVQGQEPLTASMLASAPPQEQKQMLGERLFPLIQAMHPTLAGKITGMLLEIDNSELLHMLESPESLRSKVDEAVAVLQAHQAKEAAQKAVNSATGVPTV
Rpn11 block: Rpn11 (human) deubiquitinase inhibition | O00487 | human 26S proteasome, Ub4-pepOG fluorescence polarization; 20S core pre-blocked with epoxomicin | calls only at 20 µM | 0.59% of 360,000 active | AID 588493;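 active = inhibition at 20 µM, scaled to each plate's controls, above about 33%, limit read from the data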
eLon inh: inhibitors of E. coli Lon protease. AID 602123. purified E. coli Lon protease, fluorescence polarization. 0.42% of 360,000 active. inhibition, % at 7.94 µM. P0A9M0; in the data active = inhibition above about 13%, passing the limit was not always enough;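 note: 0% = enzyme with probe and DMSO and 100% = no enzyme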
bovine MsrA act: activators of bovine methionine sulfoxide reductase A. purified bovine MsrA, absorbance read-out. activation, % at 10.6 µM. 0.3% of 360,000 active; in the data active = activation above about 7.5%;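 note: 0% = vehicle and 100% = reference activator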
CSN inh: inhibitors of human CSN-mediated cullin deneddylation; Purified CSN, SCF-Nedd8-OG deneddylation, fluorescence polarization; inhibition, % at 12.5 µM; 0.38% of 360,000 active; AID 651999;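 active = pattern-corrected inhibition above about 35%, with an unprinted fluorescence ratio check between 0.5 and 1.5, limit read from the data, passing the limit was not always enough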;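 note: 0% = enzyme with substrate and 100% = substrate without enzyme; some results filed as inactive read as strong as hits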
Target sequence (Q92905 whole entry, looked up, one chain of several): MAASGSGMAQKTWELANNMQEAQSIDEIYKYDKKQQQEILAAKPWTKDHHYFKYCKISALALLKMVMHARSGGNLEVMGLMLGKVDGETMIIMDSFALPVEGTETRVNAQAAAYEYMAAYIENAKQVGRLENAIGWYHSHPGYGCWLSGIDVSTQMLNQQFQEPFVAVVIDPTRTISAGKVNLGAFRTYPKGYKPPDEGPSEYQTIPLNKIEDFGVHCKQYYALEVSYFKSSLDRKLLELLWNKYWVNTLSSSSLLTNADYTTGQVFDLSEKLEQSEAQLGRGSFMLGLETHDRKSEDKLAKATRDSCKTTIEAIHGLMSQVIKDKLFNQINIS
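Assay system: purified human Csn5 enzyme expressed in HEK293T cells; measure: % inhibition; also added: SCFSkp2-Nedd8OG substrate at 10 nM final; technique: fluorescence polarization; times: reaction 90 min, room temperature; medium: Tris buffer pH 7.5, NaCl, DTT, Tween-20, trehalose, ovalbumin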
FAS-TE inh: FAS thioesterase (human) inhibition; 0.67% of 360,000 active; inhibition, % at 15 µM; recombinant FAS-TE, OMFH fluorogenic substrate, fluorescence endpoint;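 active = compounds whose normalised, plate-corrected inhibition of enzyme fluorescence in the single-dose primary screen is 50% or more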;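 note: 0% = DMSO with enzyme and 100% = substrate without enzyme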
Starred values were filed as active, the others as inactive; i = inactive; x = not tested or not shown.

SMILES	MT1-MMP act inh	Rin1 Abl inh	MsrA inhibitor	PABP1 MLLE inh	Rpn11 block	eLon inh	bovine MsrA act	CSN inh	FAS-TE inh
CCc1c(C)nc(N)c(C#N)c1-c1ccccc1	-5.6	3.1	1.9	3.7	i	-7.4	-4.3	8.6	-5.7
CC(C)Cc1cc(C(=O)Nc2sc3c(c2C#N)CCC3)no1	-6.5	-0.5	0.7	16.1	i	5.2	-9.1	3.0	12.5
COc1cccc(C(=O)NCC(c2ccco2)N2CCOCC2)c1 (configuration not stated)	0.7	-2.4	0.1	10.5	i	2.4	-2.1	-1.7	-7.4
C/C(=N/OC(=O)c1ccc(F)cc1)c1ccc(C)cc1	-0.8	-0.9	-0.2	-2.9	i	8.8	2.0	-2.0	4.5
Cc1cc(=O)n2[nH]c(-c3ccc(F)cc3)cc2n1	4.4	1.2	1.0	-2.7	i	0.0	-3.1	2.8	-7.4
CC(C)(C)Nc1nc(OCC#N)nc(N2CCCCC2)n1	-1.7	-1.5	0.4	-0.6	i	-3.0	0.3	5.8	0.2
O=C(CSc1nncn1-c1cccnc1)Nc1cccc([N+](=O)[O-])c1	0.8	0.6	-0.4	-7.8	i	10.8	-2.1	-0.4	-4.0
O=C1COc2ccc(S(=O)(=O)CCC(=O)N3CCN(c4ccccc4)CC3)cc2N1	0.9	1.2	0.7	12.2	i	3.1	-0.1	0.2	-5.3
CC(C)=C(NC(=O)c1ccccc1)C(=O)NC(Cc1ccccc1)C(=O)O (configuration not stated)	4.2	2.5	-1.6	-5.4	i	2.5	-9.0	2.9	-6.9
COc1cccc(C(=O)C2CCCN(C(=O)c3ccccn3)C2)c1 (configuration not stated)	2.7	4.6	0.3	-13.7	i	-4.6	-4.3	2.3	0.4
COc1ccccc1/C=C/C(=O)c1c2c(c(C)[nH]c1=O)CCCC2	-33.0	-0.5	2.3	1.4	i	-2.6	-2.9	10.8	-1.9
C/C(=N\NC(=O)c1cccc(O)c1)c1cccc(NC(=O)c2ccc(F)cc2)c1	4.6	-2.4	-0.3	-0.4	i	1.6	-8.1	0.0	-5.5
CCOc1ccc(C(=O)CCC(=O)Nc2ccc(C)cn2)cc1	-9.3	-1.9	-0.2	-13.8	i	-23.0	-1.4	-2.2	-3.1
CC1CCCN(C(=O)C(C)Nc2cc(Cl)ccc2N2CCOCC2)C1 (configuration not stated)	21.3	1.5	-1.8	-88.1	i	-6.6	0.6	5.0	0.9
CN(CC(=O)Nc1c(Cl)cccc1Cl)C(=O)c1ccncc1	-2.9	3.9	-0.3	5.4	i	5.7	-3.2	1.1	1.2
CCN(Cc1ccccc1)S(=O)(=O)c1c(C)[nH]c(C)c1C(=O)N1CCCC1	-1.9	-0.8	0.8	4.5	i	-5.2	-0.6	4.2	-5.3
COc1ccc(NC(=O)CN2CCN(c3ccc(F)cc3)CC2)cc1Cl	4.9	-0.8	-0.9	3.3	i	16.0	-3.9	-0.3	20.6
CSc1ccccc1NC(=O)Nc1ccc(Cl)cc1	1.8	1.9	-1.4	-0.4	i	0.6	0.0	4.0	19.4
CC(C)[C@H]1COCCS(=O)(=O)N1Cc1ccccc1	-2.4	1.6	-0.9	-7.3	i	-7.6	-1.9	-0.2	-5.3
C/C(Cn1nnc([N+](=O)[O-])n1)=N\NC(=O)c1ccc(O)cc1	-0.5	-1.9	1.2	11.2	i	-5.8	3.1	-4.7	-4.5
CS(=O)(=O)N1N=C(c2ccc(Cl)cc2)CC1c1cccs1 (configuration not stated)	-0.3	-2.4	0.6	4.2	i	-2.0	-8.4	-8.0	4.4
Cc1nc(NC(=O)COC(=O)c2cccs2)c(Cl)cc1Cl	-2.9	2.5	-0.2	-8.8	i	0.1	-3.6	-0.7	-0.6
O=C(c1nc2ccccc2s1)N1CCSCC1	-3.8	-0.2	-1.0	0.2	i	-9.8	-1.3	10.1	-2.4
CCn1c(-c2csc3ccccc23)n[nH]c1=S	19.1	-1.8	1.0	4.0	i	-13.2	-2.6	-4.6	-12.5
CCOC(=O)c1c(NC(=O)COC)sc(C(C)=O)c1C	-3.0	-2.4	0.6	1.7	i	-7.3	-0.9	-3.5	9.6

(continued)
structure	MT1-MMP act inh	Rin1 Abl inh	MsrA inhibitor	PABP1 MLLE inh	Rpn11 block	eLon inh	bovine MsrA act	CSN inh	FAS-TE inh
COc1ccc(F)cc1S(=O)(=O)NC1CCCC1	4.5	-1.4	x	-7.0	i	-3.5	-0.1	-1.8	-3.9
COc1ccc(S(=O)(=O)Nc2ccc(NC(C)=O)cc2)cc1Br	1.6	-1.5	0.2	10.5	i	-1.0	-1.9	8.1	-5.1
Cc1ccc2[nH]c(C(=O)NN=C3CCCCC3)c(-c3ccccc3)c2c1	-5.6	0.9	0.1	-8.8	i	-1.9	-4.5	-9.3	5.8
O=C(Nc1cccc(S(=O)(=O)N2CCCCCC2)c1)c1cc(=O)c2ccccc2o1	-0.1	-1.6	2.0	-7.0	i	-2.0	2.8	-5.3	21.7
COc1ccc(CCN(C)C(=O)c2cc(S(=O)(=O)NCc3ccccc3)ccc2C)cc1OC	-5.1	1.4	0.9	8.9	i	1.1	-0.5	-1.9	-2.6
COc1ccc(OC(=O)/C=C/c2ccc([N+](=O)[O-])cc2)cc1	4.0	-1.5	-1.1	-9.7	i	-4.8	-2.1	-0.9	3.4
COc1ccccc1NC(=O)NC1(C)CCS(=O)(=O)C1 (configuration not stated)	0.0	1.9	-0.1	-9.3	i	-11.2	-1.5	3.1	-5.5
Cc1cc([N+](=O)[O-])cc2c1-c1ncccc1C2=Nc1ccccc1	-5.0	-1.7	0.1	10.6	i	-6.3	-0.7	-1.8	35.8
COCC(C)Nc1nc(C)c(C(C)=O)s1 (configuration not stated)	-1.4	1.1	4.1	5.1	i	-2.2	-4.1	-3.0	-5.5
CN(Cc1c(C(=O)N/N=C/c2ccc(O)cc2)nnn1-c1nonc1N)C1CCCCC1	-2.2	-2.9	0.4	6.0	i	-8.9	-2.0	-2.9	-5.1
CCOC(=O)C1CCN(C(=O)CCc2nnc3ccc(NCc4ccco4)nn23)CC1	-5.2	5.0	0.3	7.5	i	1.8	-2.0	-3.5	-4.3
Cc1cccc(OCc2nnc3n2CCCCC3)c1	-2.1	8.0*	-1.4	-0.1	i	-2.4	-10.4	-3.9	-3.7

At a glance, some entries already given:
structure	MT1-MMP act inh	Rin1 Abl inh	MsrA inhibitor	PABP1 MLLE inh	Rpn11 block	eLon inh	bovine MsrA act	CSN inh	FAS-TE inh
CC1CCCN(C(=O)C(C)Nc2cc(Cl)ccc2N2CCOCC2)C1 (configuration not stated)	21.3	1.5	-1.8	-88.1	i	-6.6	0.6	5.0	0.9
CN(CC(=O)Nc1c(Cl)cccc1Cl)C(=O)c1ccncc1	-2.9	3.9	-0.3	5.4	i	5.7	-3.2	1.1	1.2
CCN(Cc1ccccc1)S(=O)(=O)c1c(C)[nH]c(C)c1C(=O)N1CCCC1	-1.9	-0.8	0.8	4.5	i	-5.2	-0.6	4.2	-5.3
COc1ccc(NC(=O)CN2CCN(c3ccc(F)cc3)CC2)cc1Cl	4.9	-0.8	-0.9	3.3	i	16.0	-3.9	-0.3	20.6
CSc1ccccc1NC(=O)Nc1ccc(Cl)cc1	1.8	1.9	-1.4	-0.4	i	0.6	0.0	4.0	19.4
CC(C)[C@H]1COCCS(=O)(=O)N1Cc1ccccc1	-2.4	1.6	-0.9	-7.3	i	-7.6	-1.9	-0.2	-5.3
C/C(Cn1nnc([N+](=O)[O-])n1)=N\NC(=O)c1ccc(O)cc1	-0.5	-1.9	1.2	11.2	i	-5.8	3.1	-4.7	-4.5
CS(=O)(=O)N1N=C(c2ccc(Cl)cc2)CC1c1cccs1 (configuration not stated)	-0.3	-2.4	0.6	4.2	i	-2.0	-8.4	-8.0	4.4
Cc1nc(NC(=O)COC(=O)c2cccs2)c(Cl)cc1Cl	-2.9	2.5	-0.2	-8.8	i	0.1	-3.6	-0.7	-0.6
O=C(c1nc2ccccc2s1)N1CCSCC1	-3.8	-0.2	-1.0	0.2	i	-9.8	-1.3	10.1	-2.4

Following part:
structure	MT1-MMP act inh	Rin1 Abl inh	MsrA inhibitor	PABP1 MLLE inh	Rpn11 block	eLon inh	bovine MsrA act	CSN inh	FAS-TE inh
CCOC(=O)Cc1csc(NC(=O)CSc2cc(Cl)ccc2Cl)n1	-2.8	0.5	-0.5	5.9	i	-0.9	-6.4	3.7	-2.3
Nc1ncncc1-c1ccccc1Cl	-4.2	2.4	0.0	-7.5	i	8.2	-5.8	6.3	-6.2
O=C(CN(C(=O)CCC(=O)Nc1ccccn1)C1CCCC1)NCc1ccc(F)cc1	0.5	1.2	-0.7	-4.1	i	-2.3	-2.0	0.5	-8.2
COC(=O)C1C(O)=C(C(C)=N)C(=O)CC1(C)C (configuration not stated)	-4.0	-2.4	1.2	8.9	i	3.9	-3.4	2.8	-5.7
CC(=O)N(Cc1cccs1)Cc1cc2cc(C)c(C)cc2nc1Cl	0.5	3.0	-0.3	-10.5	i	-1.1	-0.7	-0.7	5.5
Cc1ccc(S(=O)(=O)n2ccc(-c3cccc(OCc4c(F)cccc4Cl)c3)n2)cc1	-8.3	-4.1	0.8	3.2	i	3.0	-12.2	2.7	22.5
CCn1nc(C)c(CN2CCC(n3nccc3NC(=O)Cc3ccccc3)CC2)c1C	0.1	-5.9	1.6	0.6	i	-7.6	0.0	1.7	-8.8
CCOC(=O)c1c(NC(N)=O)sc(C)c1C	-1.8	-3.8	0.5	16.4	i	-8.3	-0.9	2.2	-1.9
Cc1c[n+](C)ccc1CC1C([N+](=O)[O-])=C[N-]c2ncnn21 (configuration not stated)	-4.0	-0.8	0.3	-8.4	i	-3.9	2.0	-14.0	-1.7
CCOC(=O)CCCNC(=O)CN1CCC(c2nc3ccccc3s2)CC1	3.3	0.6	-0.3	-2.0	i	1.2	-3.7	-1.4	-2.1
COc1cc(/C=N/NC(=O)c2ccncc2)cc2c1OCO2	2.8	-1.4	4.2	7.8	i	-8.4	-4.7	1.9	-5.7
COC(=O)c1cc(S(=O)(=O)N2CCN(c3cccc(OC)c3)CC2)cn1C	-0.6	0.7	1.2	1.6	i	-9.7	-0.2	4.0	-4.8
O=C(NC(=S)NCC1CCCO1)c1ccc(Cl)cc1Cl (configuration not stated)	4.0	-0.4	-0.1	19.0	i	1.6	5.1	-1.1	-1.0
